Screening results (PubChem)
PLCb3 inh: blocks human PLC-beta3 enzyme activity | 370,000 compounds, 0.18% hits | Q01970 | Purified PLC-beta3, fluorogenic substrate, fluorescence | inhibition, % at 12.2 µM; in the data active means inhibition above about 11%;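 further: 0% = median of compound wells on plate and 100% = full blocker control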
Target sequence (Q01970 whole entry, looked up): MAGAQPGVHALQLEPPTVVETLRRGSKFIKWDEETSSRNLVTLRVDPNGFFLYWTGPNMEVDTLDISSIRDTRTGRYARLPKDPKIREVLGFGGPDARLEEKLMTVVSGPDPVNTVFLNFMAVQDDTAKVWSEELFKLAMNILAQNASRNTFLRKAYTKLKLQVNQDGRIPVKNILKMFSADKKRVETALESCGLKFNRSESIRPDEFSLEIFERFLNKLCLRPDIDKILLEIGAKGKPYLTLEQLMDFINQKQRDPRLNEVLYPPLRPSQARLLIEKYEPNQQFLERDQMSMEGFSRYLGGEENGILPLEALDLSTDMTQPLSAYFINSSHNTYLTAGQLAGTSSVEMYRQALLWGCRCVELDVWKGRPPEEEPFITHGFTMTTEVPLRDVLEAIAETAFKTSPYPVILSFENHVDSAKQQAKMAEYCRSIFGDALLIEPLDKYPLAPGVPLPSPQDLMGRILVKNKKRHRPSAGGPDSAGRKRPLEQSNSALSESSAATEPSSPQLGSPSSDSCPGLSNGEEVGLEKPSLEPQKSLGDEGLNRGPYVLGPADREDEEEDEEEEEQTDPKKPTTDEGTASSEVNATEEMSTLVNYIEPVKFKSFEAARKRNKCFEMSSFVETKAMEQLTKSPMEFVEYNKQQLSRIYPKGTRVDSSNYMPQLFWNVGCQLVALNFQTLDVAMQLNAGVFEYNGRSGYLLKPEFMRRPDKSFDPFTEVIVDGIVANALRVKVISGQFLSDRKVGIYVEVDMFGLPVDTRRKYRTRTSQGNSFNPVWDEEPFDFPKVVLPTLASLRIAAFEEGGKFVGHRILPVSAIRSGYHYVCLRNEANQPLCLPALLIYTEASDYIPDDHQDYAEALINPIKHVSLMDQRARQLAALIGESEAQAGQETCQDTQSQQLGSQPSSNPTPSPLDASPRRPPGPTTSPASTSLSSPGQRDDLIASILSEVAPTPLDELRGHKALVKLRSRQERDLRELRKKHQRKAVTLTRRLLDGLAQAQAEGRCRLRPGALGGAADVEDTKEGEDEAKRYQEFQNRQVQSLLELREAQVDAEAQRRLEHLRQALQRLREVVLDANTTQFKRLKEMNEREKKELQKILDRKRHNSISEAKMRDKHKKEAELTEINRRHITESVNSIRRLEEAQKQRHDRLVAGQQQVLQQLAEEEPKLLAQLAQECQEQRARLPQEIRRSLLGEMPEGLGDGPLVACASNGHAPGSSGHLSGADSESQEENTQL
PG9 binder: small molecules binding HIV-1 gp120 antibody PG9. TR-FRET gp120-PG9 antibody binding. inhibition, % at 6.7 µM. 360,000 compounds, 0.43% hits. AID 624416; in the data active means inhibition above about 8.5%
DAX1 inh-1: inhibits human nuclear receptor DAX1 | 340,000 compounds, 0.99% hits | AID 504766 | P51843 | inhibition, % at 6.75 µM | HEK293 Gal4-DAX1 luciferase reporter, luminescence;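 active means inhibition above the mean over all tested compounds plus 3 SD, cut at about 4.2% in these data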;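 further: 0% = DAX1-transfected cells with DMSO and 100% = empty-vector control cells with DMSO; inhibition shows as a rise in luminescence from relieved DAX1 repression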
HGIII-sPLA2 inh: Blocks human group III sPLA2 activity; QFRET BODIPY PC-A2 liposome hydrolysis, fluorescence; 370,000 compounds, 0.56% hits; AID 743126; inhibition, % at 12.2 µM;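 active means inhibition above mean plus 3 SD of compounds lying within the high and low control bounds, cut at about 19% in these data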;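 further: 0% = median of test compound wells and 100% = no enzyme DMSO wells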
SMARCA2 act: activators of SMARCA2 function; MG213 cells, MMTV-luciferase reporter, dexamethasone, overnight; activation, % at 9.1 µM; 370,000 compounds, 1% hits; AID 652017; in the data active means activation above about 7.8%;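 further: 0% = vehicle wells and 100% = reference activator wells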
DAX1 inh-2: inhibitors of DAX1 repression of SF-1 activated StAR promoter | HEK293T StAR-luciferase reporter, SF-1/DAX-1 repression relief | inhibition, % at 6.8 µM | 370,000 compounds, 1.1% hits | AID 652010;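 active means inhibition above the mean over all tested compounds plus 3 SD, cut at about 3.6% in these data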;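 further: 0% = DAX-1 cells with DMSO and 100% = cells lacking DAX-1 with DMSO; higher inhibition means more luminescence from relief of DAX-1 repression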
ssDAF-12 act: activates DAF-12 receptor from parasite S. stercoralis | AID 652126 | activation, % at 6.8 µM | HEK293 ssDAF-12/GRIP1 lit1-tk-luc reporter, luminescence; % of 3 µM dafachronic acid response | 370,000 compounds, 1% hits;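 active means activation above the mean over all tested compounds plus 3 SD, cut at about 0.9% in these data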;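 further: 0% = DMSO-only wells and 100% = 3 µM delta7-dafachronic acid wells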
hgDAF-12 ag: activates the H. glycines DAF-12 receptor ligand-binding domain. HEK293 GAL4-hgDAF12 UAS-luciferase reporter, agonist luminescence; normalized to butyrate control. activation, % at 6.8 µM. 370,000 compounds, 1.8% hits. AID 687014;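 active means activation above a cutoff set at the mean of all screened compounds plus 3 SD, cut at about 10% in these data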;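 further: 0% = DMSO wells and 100% = sodium butyrate wells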
GAA850 FXN act: activators of GAA850 frataxin (FXN) promoter; HEK293 lucGAA850 FXN promoter luciferase reporter, 24 h; percent of 10 µM SAHA response; activation, % at 6 µM; 360,000 compounds, 0.56% hits;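 active means activation above the average of all compounds screened plus 3 SD, cutoff fixed separately per campaign, cut at about 7.5% in these data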;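 further: 0% = DMSO wells and 100% = 10 µM SAHA wells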
Rev-erbA mod: Rev-erb alpha (human) modulation | P20393 | Rev-erbα–FITC-DNA binding, fluorescence polarization, 90 min | activity, % at 10 µM | 370,000 compounds, 0.79% hits;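 active means activity above about 14%, limit read from the data; passing the limit was not always enough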;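 further: 0% = DMSO wells with 35 nM protein and 100% = DMSO wells with 750 nM protein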
hcDAF12 agonist: activates DAF-12 receptor from parasite H. contortus. HEK293 hcDAF-12 lit1-tk-luc reporter, luminescence; 0% DMSO, 100% Δ7-dafachronic acid. activation, % at 6.8 µM. 370,000 compounds, 1.4% hits. AID 652067;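 active means activation above the mean of all tested compounds plus 3 SD, cut at about 5.5% in these data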;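 further: 100% = response to 3 µM Δ7-dafachronic acid high control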
* marks the source's active call; other numbers are inactive results; / = no result given.

SMILES	HGIII-sPLA2 inh	SMARCA2 act	Rev-erbA mod	hcDAF12 agonist	hgDAF-12 ag	ssDAF-12 act	PLCb3 inh	GAA850 FXN act	DAX1 inh-2	DAX1 inh-1	PG9 binder
CC(=O)c1c(C)n(-c2cccc(Cl)c2)c2ccc(O)cc12	-13	-1	-4	-2.8	-3.0	-1.7	-9	0.8	-0.1	-1.4	1.0
COC(=O)[C@]12CCCCC=C1N(CCC1=CCCCC1)C(=O)[C@H](CC(=O)N1CCCC1)C2	0	-1	2	-1.6	-1.0	-1.6	3	/	-1.1	/	1.1
C/C(CC1(O)C(=O)N(C)c2ccccc21)=N\O (stereo unspecified)	2	-2	1	3.0	-0.6	-0.8	0	-0.1	-0.5	-0.5	-0.2
O=C(Nc1cccc(S(=O)(=O)NC2=NCCC2)c1)c1cnc(Cl)c(Cl)c1	-6	-2	-5	3.0	-0.8	-1.4	-7	0.4	-0.6	-0.7	-3.0
COc1ccc(N2CCN(C(=O)CSc3ccc(C)cc3)CC2)cc1	8	-1	-3	0.7	0.7	-1.0	0	1.9	0.1	-0.1	-2.5
CC(=O)OCCOc1nc(NC(C)C)nc(NC(C)C)n1	5	-2	-3	-1.4	0.2	-0.7	2	1.9	0.0	0.9	-1.1
OCCOCCOc1ccccc1OCCOCCO	0	0	6	-1.6	-5.1	-0.5	2	0.6	-0.1	0.3	-0.3
O=C(O)c1ccc2c(c1)C(=O)N(Cc1ccc3c(c1)OCO3)C2=O	-3	-4	-1	-0.3	0.4	-1.5	-1	-1.0	0.1	0.2	0.4
O=C(CC1NCCN(Cc2ccccc2)C1=O)Nc1ccccc1 (stereo unspecified)	3	-1	2	2.8	0.0	-1.3	-2	-0.1	-0.2	/	-0.9
O=C(NNC(=O)c1cc(OCC(F)(F)F)ccc1OCC(F)(F)F)c1cccc(C(F)(F)F)c1	-11	2	-2	-0.4	-1.0	-0.7	-1	0.7	0.3	0.1	2.1
CCn1c(SCc2cccc(C(=O)O)c2)nnc1-c1ccc(Cl)cc1	0	-3	0	-2.0	-1.6	-1.5	-3	0.1	-0.1	0.8	0.2
Cc1cc(C)c2c(CN3CCN(Cc4ccccc4)CC3)cc(=O)oc2c1C	-8	-3	3	-0.6	-1.3	-1.3	-5	3.4	0.3	0.4	-0.7
COc1cccc(-c2nnc(SCC(=O)Nc3ccc(OCc4ccccc4)cc3)n2Cc2ccco2)c1	-29	-5	-1	-2.1	-2.2	-2.2	-4	/	-2.1	/	/
COc1cc(/C=C2\SC(=O)N(CC(=O)Nc3cccc(C)c3)C2=O)cc([N+](=O)[O-])c1O	-1	1	0	0.6	-1.1	-1.4	3	-0.3	0.0	/	1.2
O=c1[nH]c(=S)[nH]cc1Oc1ccc(Cl)cc1	-1	-3	1	0.3	-1.2	-1.6	0	-0.7	0.1	0.6	-1.3
CCOc1cc(/C=N/NC(=O)CSc2nncn2C)ccc1OCc1cccc(C)c1	-6	1	-1	-3.0	-2.2	-1.2	1	-2.3	-0.7	-1.6	-1.4
CCOc1ccc(-c2csc(NC(=O)CSC3=NC(=O)CN3C(C)=O)n2)c2ccccc12	-18	2	3	-1.1	11*	-0.8	3	1.3	-0.7	0.6	-0.6
COc1ccc(CCNC(=O)COC(=O)c2cc3ccccc3oc2=O)cc1OC	11	-3	2	4.2	3.2	1.4*	-13	-0.7	-1.0	0.0	1.9
Nc1ccc(C(=O)N/N=C/c2sc(N3CCOCC3)nc2-c2ccccc2)cc1	9	1	-6	2.4	-4.4	-2.0	-176	2.2	-1.4	-0.1	-14
COc1ccc(OC)c(N/C=C/C(=C(C#N)C#N)N(C)C)c1	3	2	5	-0.5	0.9	-1.4	-5	-0.1	-0.8	/	-3.1
N#CC1=C(SCC(=O)NC2CC2)NC(=O)C(C#N)C12CCCCC2 (stereo unspecified)	-4	1	9	-1.6	5.8	-1.5	2	0.4	-0.3	0.2	-2.5
O=C(Nc1ccc(OC(F)(F)F)cc1)N1CCN(c2ccnc3cc(Cl)ccc23)CC1	-2	-7	6	-4.3	-2.3	-2.9	-20	-0.8	-0.8	-3.0	0.0
O=C(Nc1ccc(Br)cc1F)C1CCN(c2nnc(-n3cccc3)s2)CC1	-3	-2	-6	-1.4	0.8	-0.6	2	2.5	0.0	-1.4	-1.7
CCCc1sc(N)nc1-c1ccc(C)cc1	11	-3	-2	-0.5	-0.9	-1.2	3	2.0	-0.4	-0.3	-0.4
COc1ccc(NS(=O)(=O)c2cccc3cccnc23)cc1OC	-2	-1	3	-0.5	2.4	-1.3	-1	0.9	-1.0	0.1	-3.0
CCCCNC(=O)OCCNC(=O)NC	2	-3	-2	-0.5	0.8	-1.4	0	-3.1	0.6	-0.2	-0.8
COc1ccc(S(=O)(=O)N(CC(=O)NC2CC2)c2ccc(C)cc2)cc1	-1	1	7	-0.3	2.0	-1.4	2	0.5	0.5	0.6	-0.1
Cc1ccc(C)c(NC(=O)C2CCN(S(=O)(=O)c3ccc4c(c3)NC(=O)CO4)CC2)c1	-8	-2	0	0.4	-0.4	-0.7	-4	-0.7	-0.5	-0.4	0.0
COC(=O)c1ccccc1NC(=O)CN(C)Cc1ccccc1	10	-4	-2	0.5	-2.9	-1.1	2	1.7	-0.8	0.6	-1.2
CCOC(=O)C1CCCN(Cc2cccc(Oc3ccccc3)c2)C1 (stereo unspecified)	-4	-3	3	0.2	-0.8	-0.9	-5	2.3	-0.4	-0.7	0.5

Compound profiles (already shown). Screens in order: HGIII-sPLA2 inh	SMARCA2 act	Rev-erbA mod	hcDAF12 agonist	hgDAF-12 ag	ssDAF-12 act	PLCb3 inh	GAA850 FXN act	DAX1 inh-2	DAX1 inh-1	PG9 binder
O=C(Nc1cccc(S(=O)(=O)NC2=NCCC2)c1)c1cnc(Cl)c(Cl)c1 is listed with -6	-2	-5	3.0	-0.8	-1.4	-7	0.4	-0.6	-0.7	-3.0
Nc1ccc(C(=O)N/N=C/c2sc(N3CCOCC3)nc2-c2ccccc2)cc1 is listed with 9	1	-6	2.4	-4.4	-2.0	-176	2.2	-1.4	-0.1	-14

The list goes on.
SMILES	HGIII-sPLA2 inh	SMARCA2 act	Rev-erbA mod	hcDAF12 agonist	hgDAF-12 ag	ssDAF-12 act	PLCb3 inh	GAA850 FXN act	DAX1 inh-2	DAX1 inh-1	PG9 binder
CCOC(=O)c1ccc(-c2ccc(C3Nc4ccccc4C(=O)N3O)o2)cc1 (stereo unspecified)	-69	-2	-3	3.9	5.6	0.3	-30	2.9	-0.1	0.7	-4.6
N#Cc1ccccc1Cn1cc(/C=N/Nc2ccc([N+](=O)[O-])cn2)c2ccccc21	7	-4	4	-0.9	-5.2	-1.6	-7	-1.6	-0.1	-0.8	-2.7
O=C(NNC(=O)c1ccccc1-n1cccc1)c1ccc(Cl)cc1	-9	0	-6	-1.5	0.9	-0.7	-3	-0.8	-0.3	0.1	0.2
O=[N+]([O-])c1ccc(OCc2cnc(Cl)s2)cc1	-2	4	6	-0.3	6.0	-1.6	-4	1.2	-0.4	-0.6	-2.2
O=C(Nc1ccc2c(c1)OCCO2)C(CCc1ccccc1)N1CCN(C/C=C/c2ccccc2)CC1 (stereo unspecified)	-14	-5	2	-1.0	2.2	-0.1	1	/	1.0	/	1.0
CCCOc1ccc2[nH]c(C(=O)N/N=C/c3cc(OC)c(OC)c(OC)c3)cc2c1	2	0	-12	-1.3	-0.2	-1.6	-176	1.0	0.0	1.9	-1.2
Cc1ccc(Cn2ccnc2C(=O)Nc2ccccc2)cc1	5	9.3*	0	3.0	7.4	0.5	3	2.9	0.7	1.1	-1.2
CCOC(=O)c1ccc(N=C2S/C(=C\c3cc(C)n(-c4cccnc4)c3C)C(=O)N2C)cc1	3	2	5	-1.9	-0.4	-1.3	0	-1.0	0.7	1.2	-0.4
Cc1[nH]c(=S)[nH]c(=O)c1CCOc1ccccc1	2	-1	6	0.2	-1.2	-1.4	-103	0.6	-1.0	0.4	-1.9
Cc1ccc(NC(=O)c2cc(-c3ccccc3)nn2-c2ccccc2)c(Br)c1	-2	0	6	-0.1	-0.3	-0.8	-1	0.2	0.0	1.9	-0.8
CC1CN(C(=O)/C(C#N)=C2\N=C(NC(=O)c3ccccc3Cl)c3ccccc32)CC(C)O1 (stereo unspecified)	4	-1	1	3.3	-0.5	-0.4	0	/	-0.1	/	-0.5
CCOc1cc(N2CCOCC2)c(OCC)cc1NC(=O)COC(=O)CCc1c[nH]c2ccccc12	-47	5	2	-1.1	-1.5	-1.2	2	-1.1	0.4	-0.3	-0.8
Cc1ccc(C)c(C(=O)COC(=O)c2ccc(C)c(S(=O)(=O)N3CCOCC3)c2)c1	-11	-1	5	-1.4	0.8	0.1	-6	1.6	-0.9	-0.5	5.5
CCS(=O)(=O)CCSC(=N)N	-2	-1	3	0.7	1.0	-1.1	0	4.6	0.9	-0.5	-0.3
COc1ccc(NC(=O)C2CCN(C(=O)c3cccs3)CC2)cc1	11	0	-5	-1.4	1.6	-0.8	6	-1.5	0.3	1.2	2.0
COc1ccc(CNC(=O)CN2C(=O)NC3(CCCc4sccc43)C2=O)cc1OC (stereo unspecified)	1	2	11	-1.0	5.9	-1.0	-5	0.7	-1.4	-0.2	-2.6
CCC(C)[C@H](NC(=O)N1CC(=O)Nc2ccccc21)C(=O)N1CCC[C@@H]1C(=O)O (stereo partly specified)	12	0	10	0.8	3.3	-0.5	0	-0.9	-0.5	0.5	0.0
CCCCNC(=O)C1(C)CCN1C(=O)c1ccc(F)c(C)c1 (stereo unspecified)	17	-3	6	1.2	-1.7	-1.5	3	1.7	-0.6	/	0.7
CCC(NS(=O)(=O)c1ccc(C)cc1)C(=O)Nc1ccc(NC(C)=O)cc1 (stereo unspecified)	2	0	4	-0.2	2.3	-1.1	1	0.4	0.5	-0.2	1.5
CCC1=NN2C(=N)/C(=C\c3ccc(OCc4cc(=O)n5nc(CC)sc5n4)c(OC)c3)C(=O)N=C2S1	-11	1	-35	-1.4	0.0	-1.0	-31	0.2	-0.1	-0.4	-4.7
CC(C)N1CCC(N2CCN(Cc3nc4ccccc4s3)CC2CCO)CC1 (stereo unspecified)	-7	0	-5	3.9	1.4	0.6	-18	1.9	0.4	1.3	-1.5
CCOC(=O)c1c(N)sc2c1CCC(CC)C2 (stereo unspecified)	0	2	-2	-1.4	4.0	-1.6	-4	1.9	0.2	-0.7	-0.9
COc1ccccc1CN(Cc1nc2ccccc2c(=O)[nH]1)S(=O)(=O)c1ccc(C)cc1	-7	-3	2	-0.8	-2.0	-1.3	1	/	0.1	-1.2	-1.7
CC(=O)Nc1ccc(S(=O)(=O)N2CC3(C)CC2CC(C)(C)C3)cc1 (stereo unspecified)	1	-1	2	0.9	-1.0	-0.6	-9	2.3	-0.2	0.0	-1.4
CCN(Cc1nc2ccccc2c(=O)[nH]1)C(=O)CN1C(=O)NC2(CCCCC2C)C1=O (stereo unspecified)	6	-2	3	-1.1	3.6	-1.7	-2	0.4	1.4	-0.1	-1.8
COc1ccc(OC)c(S(=O)(=O)NC2CCSc3ccccc32)c1 (stereo unspecified)	-2	-2	7	2.0	-0.2	-0.9	-2	-1.6	-0.3	-0.5	1.0
